GLP1R ag: agonists of human GLP-1 receptor. HEK293 GLP-1R CRE-luciferase, luminescence, 4-6 h; cells express a hypersensitive GLP-1R form. Potency, µM (titrated, usually from 45.6 µM), for the others: at the top dose activation, usual class: activators. hit rate 0.007% among 380,000. AID 624172; also: potency is read from the fitted curve at half-maximal effect; % of control where 0% means no effect
Target sequence (P43220 whole entry, looked up): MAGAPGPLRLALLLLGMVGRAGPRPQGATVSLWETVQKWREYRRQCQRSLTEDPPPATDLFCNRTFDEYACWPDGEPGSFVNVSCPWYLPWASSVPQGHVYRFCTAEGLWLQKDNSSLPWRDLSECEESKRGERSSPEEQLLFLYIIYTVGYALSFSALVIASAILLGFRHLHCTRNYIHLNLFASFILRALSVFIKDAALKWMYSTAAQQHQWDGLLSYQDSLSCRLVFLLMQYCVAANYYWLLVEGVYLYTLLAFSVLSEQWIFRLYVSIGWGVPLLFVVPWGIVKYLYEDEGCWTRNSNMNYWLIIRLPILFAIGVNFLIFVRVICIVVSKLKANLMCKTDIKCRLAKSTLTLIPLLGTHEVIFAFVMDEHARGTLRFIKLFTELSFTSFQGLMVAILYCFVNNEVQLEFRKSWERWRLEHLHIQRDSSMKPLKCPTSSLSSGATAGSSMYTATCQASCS
Akt phos inh: inhibitors of Akt phosphorylation; Neuro2A IGF-stimulated pAkt S473 HTRF, 20 min; stronger effect = lower value; activity change, % for hits at 50 µM; hit rate 0.32% among 360,000; AID 651550; in the data active = activity change below about -80%; inconclusive = mostly about -51% to -80%; also: % is scaled to controls: 0 for no effect and ±100 for the full control effect
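Neuro2A cells (4,500/well, DMEM with 0.5% FBS) were treated with compound at a single 50 µM final concentration, stimulated with 6 nM IGF for 20 min at 37 °C, and lysed. Phospho-Akt Ser473 was read by HTRF as 665/615 ratio ×10^4.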
GLP-1R inv ag: acts as inverse agonist at human GLP-1 receptor. Potency, µM (top dose mostly 38.3 µM), without a hit: at the highest dose activity change, negative = inhibition, usual class: inhibitors. P43220. HEK293 GLP-1R CRE-luciferase, luminescence, 24 h; GLP-1R form is constitutively active. AID 624417. hit rate 1.6% among 410,000; also: potency is read from the fitted curve at half-maximal effect; % is scaled to controls: 0 for no effect and ±100 for the full control effect; nearly all actives have a fitted effect of over 55% in size
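Using stably transfected HEK293 (constitutively active GLP-1R, cAMP-luciferase reporter), compounds were incubated 24 hr and luciferase measured by luminescence.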
aSyn rescue: rescues yeast growth from alpha-synuclein toxicity; Yeast expressing alpha-synuclein, growth rescue, BacTiter-Glo, 24 h; Potency, µM (top dose mostly 46.1 µM), without a hit: at the highest dose growth rescue (activation), actives largely listed as activators; hit rate 0.14% among 370,000; also: potency is read from the fitted curve at half-maximal effect; % of control where 0% means no effect; nearly all actives have a fitted effect of over 65% in size
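Readout is rescue of growth in alpha-synuclein-expressing yeast, so inhibitors of toxicity appear as activators. Growth after 24 hr at 30 deg C in galactose medium is quantified by luminescence.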
D3 antag: D3 dopamine receptor (human) antagonism | P35462 | hit rate 2.5% among 360,000 | AID 652054 | max response, negative = inhibition, % | D3R cells, DiscoveRx beta-arrestin luminescence, antagonist mode; stronger effect = lower value; in the data active = max response below about -50%; inconclusive = no clear call, values can overlap the other calls; also: % is scaled to controls: 0 for no effect and ±100 for the full control effect; mostly tested at two doses, the higher about 12 µM
Target sequence (P35462 whole entry, looked up): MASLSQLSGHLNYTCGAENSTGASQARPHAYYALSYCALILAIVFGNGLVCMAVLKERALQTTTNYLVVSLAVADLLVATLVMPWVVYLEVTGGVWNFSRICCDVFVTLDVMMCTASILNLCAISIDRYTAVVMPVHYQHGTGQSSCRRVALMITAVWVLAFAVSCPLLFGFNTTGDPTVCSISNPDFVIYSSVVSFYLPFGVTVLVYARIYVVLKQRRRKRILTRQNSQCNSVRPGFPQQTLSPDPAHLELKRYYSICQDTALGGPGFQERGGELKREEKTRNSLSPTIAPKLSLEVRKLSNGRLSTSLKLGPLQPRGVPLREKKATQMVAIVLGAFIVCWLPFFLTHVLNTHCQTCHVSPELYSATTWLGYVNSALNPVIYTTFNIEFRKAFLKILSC
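Cells expressing the human receptor were seeded at 1500 cells/well, incubated overnight at 37 degrees C in 5% CO2, then exposed to library compounds with dopamine controls for 90 minutes at 37 degrees C before luminescent detection.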
PTHR1 agonist: activates the human parathyroid hormone receptor PTHR1. Q03431. HEK293 GP2 PTHR1 cells, GloSensor cAMP luminescence, 1 h. hit rate 0.075% among 410,000. AID 743266. Potency, µM (top dose mostly 115 µM), for inactives: top-dose activation, most hits filed as activators; also: potency is read from the fitted curve at half-maximal effect; nearly all actives have a fitted effect of over 55% in size; some results filed as inactive show a strong effect at the top dose; inactives centre near -15; many of its hits are not listed in these tables
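HEK-293-derived GP2 cells expressing PTHR1 and a GloSensor cAMP reporter, 3,000/well, plated overnight, given luciferin plus IBMX (each 0.5 mM as added) for 1 h at 37 °C, then compound for 1 h at 37 °C. Luminescence was read after 15 min at room temperature.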
Abeta yeast res: A-beta toxicity reversal in yeast. yeast expressing A-beta42, growth rescue, OD600, 48 h; response scale: 0% DMSO, 100% iron-clioquinol control. Potency, µM (doses to about 46.1 µM), without a hit: top-dose growth rescue, hits mostly activators. hit rate 0.063% among 410,000; also: potency is read from the fitted curve at half-maximal effect; nearly all actives have a fitted effect of over 55% in size
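Yeast growth medium received pinned compounds, then yeast cells expressing toxic A-beta were added; plates incubated at 30 C for 48 hr. Growth read as absorbance at 600 nm, normalized to DMSO and equimolar FeCl3 plus clioquinol controls.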
FUS suppressor: FUS proteinopathy suppression in yeast; S. cerevisiae FUS-expressing, growth rescue, OD600, 24 h; Potency, µM (doses to about 76.6 µM), for the others: at the top dose growth rescue (activation), actives largely listed as activators; hit rate 0.24% among 390,000;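 also: potency is read from the fitted curve at half-maximal effect; plate controls were DMSO vehicle for no effect and reference control for full effect; nearly all actives have a fitted effect of over 55% in size; some results filed as inactive show a strong effect at the top dose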
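S. cerevisiae expressing FUS from galactose induction served as the toxicity model. Growth after 24hr at 30C, read as absorbance at 600 nm, indicates suppression of toxicity; compounds dosed at several concentrations.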
TDP-43 yeast inh: rescues yeast growth from TDP-43 toxicity. TDP-43 expressing yeast growth rescue, BacTiter-Glo, 24 h. Potency, µM (titrated, usually from 46.1 µM), for inactives: at the highest dose growth rescue (activation), actives largely listed as activators. hit rate 1.8% among 410,000. AID 652104; also: potency is read from the fitted curve at half-maximal effect; % of control where 0% means no effect; nearly all actives have a fitted effect of over 50% in size
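Galactose-induced TDP-43 yeast, OD600=0.02, compound pinned; 24 hr, 30 deg C; BacTiter-Glo luminescence for growth. Inhibitors of TDP-43 toxicity read as activators.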
Active calls of the source: *; i = inactive; ? = inconclusive; . = no result given; [ ] = another dose, or the depositor's remark. Unless noted, calls follow the shape of the dose curve; as a rule, active = well fitted curve in the direction sought with a large enough effect; inconclusive = small, poorly fitted or top-dose-only effect, or another doubt; inactive = no such curve, though single readings can be large; an effect the other way counts as inactive or inconclusive. These rows are one share of the data; the hit share may differ from the screen's.

The line under a structure holds: GLP1R ag	Akt phos inh	GLP-1R inv ag	aSyn rescue	D3 antag	PTHR1 agonist	Abeta yeast res	FUS suppressor	TDP-43 yeast inh
NC(=O)CC(NC(=O)Cc1cccc2ccccc12)c1ccc(NC2CCC2)c([N+](=O)[O-])c1 (stereo unspecified)
    1.0%	i	13.6%	-0.2%	2.7	i	5.5%	-6.5%	15.2%
Cc1nc(SCC(=O)Nc2ccc(Cl)cc2C(F)(F)F)[nH]c(=O)c1Cc1ccccc1
    -1.6%	.	6.2%	.	.	-11.7%	-1.8%	-3.5%	27.6%
CC(CNC1CCCCC1)OC(=O)c1ccccc1 (stereo unspecified)
    -0.5%	i	3.9%	0.0%	-99.6*	i	-1.2%	-22.5%	0.0%
CCOc1ccc(C2C(C#N)=C(N)Oc3cc(C)n(CCN(C)C)c(=O)c32)cc1OCC (stereo unspecified)
    1.4%	i	4.8%	1.5%	-21.0	-9.6%[57.5 µM]	4.6%	-5.3%	1.5%
COc1cc(C(Nc2ccc(S(=O)(=O)N3CCC(C)CC3)cc2)C(=O)NCC2CCCO2)cc(OC)c1OC (stereo unspecified)
    1.1%	i	23.6%	-4.8%	-5.0	i	6.9%	22.1%	-6.8%
CC(C)=CCN1CCN(Cc2cccc3nccnc23)CC1CCO (stereo unspecified)
    -4.0%	i	4.2%	-4.6%	17.3	-1.6%	-3.6%	-7.4%	1.1%
CC(C)CCC1=NN(C(=O)c2ccco2)C(O)(C(F)(F)F)C1 (stereo unspecified)
    13.8%	i	?	6.1%	0.9	i	-0.4%	32.2%	-4.7%
COc1cc2ccc(-c3ccc4ccccc4n3)cc2cc1OC
    22.3%	i	14.7%	-3.7%	116.1	0.0%	-5.9%	-0.1%	15.9%
O=C(c1ccccc1)N1CCN(c2ccc([N+](=O)[O-])c(N3CCOCC3)c2)CC1
    19.0%	i	-0.3%	-0.1%	-4.9	?	1.0%	19.2%	-0.2%[0.397 µM]
CSCCC(NS(=O)(=O)c1ccc2c(c1)oc(=O)n2C)C(=O)NC1CCCCC1 (stereo unspecified)
    -0.8%	i	5.0%	-6.4%	0.0	-4.9%	-0.8%	-2.5%	4.4%
C=C(C)Cn1c(N2CCN(c3ccc(OC)cc3)CC2)nc2c1c(=O)n(C)c(=O)n2C
    -2.3%	i	4.6%[7.66 µM]	10.2%	38.7	-42.0%[inhibitor]	-3.1%	17.5%	?
Fc1ccc(-c2nc3ccc(Br)cn3c2Cc2ccccc2C(F)(F)F)cc1
    -1.4%	i	?	-0.4%	-18.9	-23.0%	-37.6%[inhibitor]	38.2%	-10.3%
COC1c2ccccc2C(=O)N1Cc1ccc(F)cc1 (stereo unspecified)
    3.8%	i	2.2%	8.5%	-0.1	-35.9%[inhibitor]	24.3%	-8.4%	13.0%
CCOc1ccc(/C=C2\SC(=O)N(c3ccc(O)cc3)C2=O)cc1OC
    5.8%	i	9.2%	?	1.5	-16.6%	-6.3%	-2.7%	-12.6%
CN1CCN(c2nc(-c3ccccc3)c3cc(Cl)ccc3n2)CC1
    1.2%	i	-33.0%	-2.2%	0.0	i	-8.2%	13.3%	-19.9%
CCc1cc2c(SCc3nc4sc(C(C)=O)c(C)c4c(=O)[nH]3)ncnc2s1
    12.4%	i	20.2%	-0.1%	-2.9	i	15.3%	33.5%	-8.2%
CC(N1CCOC1=O)S(=O)(=O)c1ccccc1 (stereo unspecified)
    -9.2%	i	0.2%	-3.7%	?	i	6.4%	-0.5%	-5.6%
CS(=O)(=O)N(CC(=O)NCc1cccnc1)Cc1ccc(Cl)cc1
    -3.0%	i	-5.1%	-11.4%	-1.7	i	7.2%	7.7%	-11.3%
O=C(c1cc(F)cc2c1OCOC2)N1CCN(c2ccc(F)cc2)CC1
    -0.2%	i	-17.8%	7.3%	0.9	i	-3.7%	-16.0%	4.8%
O=S(OCCN1CCCC1)C(c1ccccc1)c1ccccc1 (stereo unspecified)
    -4.5%	i	?	-14.1%	?	8.7%	-22.9%	.	-12.5%
COC(=O)c1c(Cl)c2n3ccccc3c(C)c(-c3ccccc3)c-2c1C(=O)OC
    0.7%	i	0.0%	10.0%	?	-0.9%	-16.8%	.	20.0%
N#Cc1c(-c2cccc(Br)c2)cc(-c2ccco2)[nH]c1=O
    -1.1%	i	-15.5%	5.9%	6.0	-4.4%	2.5%	-9.9%	-19.7%
COc1ccc(-c2nc(C)c(CCNC(=O)c3ccc(F)c(F)c3)s2)cc1
    4.9%	.	?	1.6%	.	-11.1%	-1.3%	-12.1%	?
Cc1cc(NC(=O)C(C)(C)C)cc(-c2nc3ncccc3o2)c1O
    .	.	37.5%[activator]	.	.	-7.0%	3.7%	-16.7%	13.7%
COC(=O)c1sccc1NC(=O)CC1C(=O)NCCN1C(=O)Nc1ccc(F)cc1F (stereo unspecified)
    13.9%	i	-14.7%	7.9%	25.7	-3.2%	5.9%	8.7%	-3.4%
CCOC(=O)N1CCN(Cc2cc(=O)oc3ccc(Cl)cc23)CC1
    -17.1%	i	0.1%	9.2%	-2.9	-18.5%[57.5 µM]	-12.2%	16.7%	-15.6%
COc1ccc(Nc2cc(=O)n(C3CCCCC3)c(=O)[nH]2)c(OC)c1
    -13.8%	i	?	8.9%	-17.1	i	10.7%	10.3%	14.3%
N#Cc1nn(-c2ccccc2)nc1N1CCCCC1
    11.6%	i	14.9%	1.2%	-25.0	i	-0.8%	-24.5%	4.4%
CCn1c(SCC(=O)NCC2CCCO2)nnc1-c1ccc(S(=O)(=O)N2CCN(C)CC2)cc1 (stereo unspecified)
    -0.3%	i	40.4%[activator]	3.4%	-11.6	-29.4%	-5.7%	6.6%	20.2%
CCOc1ccccc1N1CCN(CC(=O)Nc2ccccc2C(=O)NC2CC2)CC1
    1.2%	i	-1.5%	-9.8%	0.4	i	4.7%	.	20.3%
CCn1c(SCC(=O)NC2CCCCC2)nc2c(c1=O)SC(C)C2 (stereo unspecified)
    13.4%	i	0.0%	-21.4%	-9.0	i	-15.5%	.	2.0%
NC(=O)[C@@H]1CC2(CC(c3cccc(NC(=O)CC(c4ccccc4)c4ccccc4)c3)=NO2)CN1C(=O)c1ccc(Cl)cc1 (stereo partly specified)
    0.0%	i	?	-0.1%	1.3	-11.8%	-8.6%	28.2µM*	-9.4%
CC(=O)NC(CC(=O)NCCOc1ccccc1F)c1ccccc1 (stereo unspecified)
    2.6%	i	16.5%	-3.9%	?	-12.4%	6.5%	21.2%	-10.0%
COc1ccc(C(=O)Nc2c(Cl)cc(Cl)cc2C(=O)NCc2ccco2)cc1
    -14.6%	i	-8.2%	8.6%	-14.8	i	18.8%	16.8%	10.9%
Cn1c(=O)c2c(-c3ccc(OC(F)F)cc3)cc(-c3ccccc3)nc2n(C)c1=O
    3.8%	i	9.5%	1.5%	-1.4	18.4%	2.0%	-0.7%	-22.1%
Cc1ccc(-n2ncc3c(N4CCCCC4)ncnc32)cc1Cl
    .	.	0.794µM*	.	.	-32.2%	-8.5%	-17.4%	?
Cc1cc(NC(=O)CCN2C(=O)/C(=C\c3ccccc3)SC2=S)no1
    -1.3%	i	3.8%	1.1%	-1.0	4.3%	-3.4%	22.9%	-10.5%
O=C1C2C3C=CC(CC3)C2C(=O)N1/N=C/c1ccc(O)c(O)c1 (stereo unspecified)
    4.7%	i	79.8%[activator]	1.0%	0.0	-10.0%	15.0%	.	-14.1%
NS(=O)(=O)c1ccc(CCNC2CC(=O)N(Cc3ccccc3)C2=O)cc1 (stereo unspecified)
    -0.8%	i	2.5%	-15.7%	17.9	-18.7%[57.5 µM]	-2.4%	2.7%	4.4%
Cn1nnc(C(O)CNCc2cccs2)n1 (stereo unspecified)
    1.5%	i	47.7%[activator]	-6.4%	12.9	i	-14.8%	24.4%	2.9%
OC(CNCc1ccccc1)COCc1ccc(Cl)cc1 (stereo unspecified)
    -2.8%	i	-26.9%	-15.3%	1.9	-15.4%	-17.3%	12.6%	-8.8%
O=C1NC[C@H](c2ccccc2)OC(=O)[C@H](Cc2ccc(F)cc2)CC/C=C/C[C@H]1CC(=O)N(CCO)Cc1ccccc1
    -6.4%	i	-5.6%	-1.0%	0.0	-22.5%	-14.2%	31.6µM*	6.5%
Cc1[nH][nH]c(=O)c1C=Nc1ccc(C(F)(F)F)cc1
    -5.5%	i	-1.2%	-2.3%	3.4	i	-3.6%	-12.7%	4.6%
